GLP1R ag – GLP-1 receptor (human) agonism; P43220; HEK293 GLP-1R CRE-luciferase, luminescence, 4-6 h; cells express a hypersensitive GLP-1R form; Potency, µM (doses to about 45.6 µM), inactives show at the top dose activation, hits mostly activators; actives 0.007% (n = 380,000); AID 624172; also: potency is read from the fitted curve at half-maximal effect; % of control where 0% means no effect
Target sequence (P43220 whole entry, looked up): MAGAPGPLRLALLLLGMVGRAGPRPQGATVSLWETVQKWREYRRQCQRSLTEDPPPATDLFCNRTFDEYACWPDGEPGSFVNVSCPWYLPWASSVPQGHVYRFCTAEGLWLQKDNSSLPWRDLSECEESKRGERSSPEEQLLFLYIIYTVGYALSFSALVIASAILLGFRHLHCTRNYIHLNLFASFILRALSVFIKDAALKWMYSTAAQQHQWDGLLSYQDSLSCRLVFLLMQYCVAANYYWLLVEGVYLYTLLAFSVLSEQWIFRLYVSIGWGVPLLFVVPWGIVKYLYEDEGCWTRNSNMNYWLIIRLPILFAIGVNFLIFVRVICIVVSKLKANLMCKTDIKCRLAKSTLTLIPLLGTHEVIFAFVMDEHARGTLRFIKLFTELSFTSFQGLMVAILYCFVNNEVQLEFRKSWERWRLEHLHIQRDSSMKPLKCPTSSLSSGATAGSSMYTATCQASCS
PTHR1 ag – activates the human parathyroid hormone receptor PTHR1; Q03431; HEK293 GP2 PTHR1 cells, GloSensor cAMP luminescence, 1 h; Potency, µM (highest dose often 115 µM), for inactives: top-dose activation, most hits filed as activators; actives 0.075% (n = 410,000); AID 743266; also: potency is read from the fitted curve at half-maximal effect; nearly all actives have a fitted effect of over 55% in size; some results filed as inactive show a strong effect at the top dose; inactives centre near -15; many of its hits are not listed in these tables
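HEK-293-derived GP2 cells expressing PTHR1 and a GloSensor cAMP reporter, 3,000/well, plated overnight, given luciferin plus IBMX (each 0.5 mM as added) for 1 h at 37 °C, then compound for 1 h at 37 °C. Luminescence was read after 15 min at room temperature.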
TDP43 rescue – TDP-43 toxicity inhibition in yeast | TDP-43 expressing yeast growth rescue, BacTiter-Glo, 24 h | Potency, µM (top dose mostly 46.1 µM), inactives show at the highest dose growth rescue (activation), usual class: activators | actives 1.8% (n = 410,000); also: potency is read from the fitted curve at half-maximal effect; % of control where 0% means no effect; nearly all actives have a fitted effect of over 50% in size
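Luminescence from BacTiter-Glo reports growth of TDP-43-expressing yeast after 24 hr at 30 deg C with compound. Cells were raffinose-pregrown to mid-log, then seeded in galactose medium at OD600=0.02.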
FUS suppressor – rescues growth of FUS-expressing yeast; S. cerevisiae FUS-expressing, growth rescue, OD600, 24 h; Potency, µM (top dose mostly 76.6 µM), for the others: at the highest dose growth rescue (activation), hits mostly activators; actives 0.24% (n = 390,000); AID 1347120;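 also: potency is read from the fitted curve at half-maximal effect; plate controls were DMSO vehicle for no effect and reference control for full effect; nearly all actives have a fitted effect of over 55% in size; some results filed as inactive show a strong effect at the top dose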
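Galactose (2%) drives FUS expression in yeast precultured in raffinose; seeding density OD 0.005. Test compounds incubated 24hr at 30C and 99% humidity before absorbance at 600 nm was measured.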
GLP-1R inv ag – acts as inverse agonist at human GLP-1 receptor; Potency, µM (doses to about 38.3 µM), for inactives: at the top dose activity change, negative = inhibition, usual class: inhibitors; AID 624417; actives 1.6% (n = 410,000); HEK293 GLP-1R CRE-luciferase, luminescence, 24 h; GLP-1R form is constitutively active; P43220; also: potency is read from the fitted curve at half-maximal effect; % is scaled to controls: 0 for no effect and ±100 for the full control effect; nearly all actives have a fitted effect of over 55% in size
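HEK293 cells stably co-expressing a cAMP-responsive luciferase reporter and constitutively active GLP-1R were seeded, incubated 12 h, then exposed to compounds for 24 h at 37 C. Luminescence was read 12 min after detection reagent; inverse agonists lower signal.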
DRD3 antagonist – D3 dopamine receptor (human) antagonism. max response, negative = inhibition, %. P35462. D3R cells, DiscoveRx beta-arrestin luminescence, antagonist mode; hits give low values. actives 2.5% (n = 360,000); in the data active = max response below about -50%; inconclusive = no clear call, values can overlap the other calls; also: % is scaled to controls: 0 for no effect and ±100 for the full control effect; mostly tested at two doses, the higher about 12 µM
Target sequence (P35462 whole entry, looked up): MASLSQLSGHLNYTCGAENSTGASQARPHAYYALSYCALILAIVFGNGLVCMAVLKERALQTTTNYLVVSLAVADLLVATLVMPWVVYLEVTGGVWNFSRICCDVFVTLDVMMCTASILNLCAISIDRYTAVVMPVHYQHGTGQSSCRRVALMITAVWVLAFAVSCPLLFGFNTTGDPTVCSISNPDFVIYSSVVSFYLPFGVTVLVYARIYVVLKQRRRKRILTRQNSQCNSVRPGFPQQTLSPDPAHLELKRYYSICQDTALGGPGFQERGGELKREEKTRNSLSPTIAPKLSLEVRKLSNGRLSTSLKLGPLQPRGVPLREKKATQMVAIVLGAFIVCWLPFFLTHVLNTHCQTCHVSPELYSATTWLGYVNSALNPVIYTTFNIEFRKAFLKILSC
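Cells plated overnight at 1500 cells/well, then exposed to library compounds with dopamine controls for 90 minutes at 37 degrees C. DiscoveRx reagent added for 30–60 minutes at room temperature; luminescence read, quantitative HTS format.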
aSyn yeast inh – rescues yeast growth from alpha-synuclein toxicity; Yeast expressing alpha-synuclein, growth rescue, BacTiter-Glo, 24 h; Potency, µM (series often up to 46.1 µM), without a hit: at the top dose growth rescue (activation), hits mostly activators; actives 0.14% (n = 370,000); AID 652106; also: potency is read from the fitted curve at half-maximal effect; % of control where 0% means no effect; nearly all actives have a fitted effect of over 65% in size
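Rescue of yeast growth: cells expressing toxic alpha-synuclein, induced in galactose at OD600 0.02, incubated with compound 24 h at 30 C. ATP luminescence quantified growth; inhibitors of toxicity appear as activators.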
Abeta rescue – compounds reversing amyloid beta toxicity in yeast; yeast expressing A-beta42, growth rescue, OD600, 48 h; response scale: 0% DMSO, 100% iron-clioquinol control; Potency, µM (top dose mostly 46.1 µM), for inactives: at the highest dose growth rescue, most hits filed as activators; actives 0.063% (n = 410,000); also: potency is read from the fitted curve at half-maximal effect; nearly all actives have a fitted effect of over 55% in size
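Growth rescue measured by 600 nm absorbance after 48 h yeast culture at 30 C with compound. Values normalized between DMSO and an equimolar ferric chloride plus clioquinol control.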
Akt phos inh – blocks phosphorylation of Akt | activity change, % for hits at 50 µM | actives 0.32% (n = 360,000) | AID 651550 | Neuro2A IGF-stimulated pAkt S473 HTRF, 20 min; hits give low values; in the data active = activity change below about -80%; inconclusive = mostly about -51% to -80%; also: % is scaled to controls: 0 for no effect and ±100 for the full control effect
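Neuro2A cells (4,500/well, DMEM with 0.5% FBS) were treated with compound at a single 50 µM final concentration, stimulated with 6 nM IGF for 20 min at 37 °C, and lysed. Phospho-Akt Ser473 was read by HTRF as 665/615 ratio ×10^4.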
Numbers without * were called inactive; i = inactive; ? = inconclusive; . = no result given; [ ] = remark or other dose. Unless noted, calls follow the shape of the dose curve; as a rule, active = well fitted curve in the direction sought with a large enough effect; inconclusive = small, poorly fitted or top-dose-only effect, or another doubt; inactive = no such curve, though single readings can be large; an effect the other way counts as inactive or inconclusive.

Each structure is followed by: GLP1R ag	PTHR1 ag	TDP43 rescue	FUS suppressor	GLP-1R inv ag	DRD3 antagonist	aSyn yeast inh	Abeta rescue	Akt phos inh
- CNc1ccc(/C=C/C(=O)c2ccc(C)cc2)cc1[N+](=O)[O-]
    6%	-37%[inhibitor]	18%	5%	13%	-23	-3%	0%	i
- CC1CC(C)CN(S(=O)(=O)c2cc3c4c(c2)CCN4C(=O)CC3)C1 (stereo unspecified)
    -3%	-8%	27%	4%	-11%	3	0%	3%	i
- COc1cc(C(CCN2CCOCC2)c2c(OC)cc(OC)c3c(C)cc(=O)oc23)cc(OC)c1OC (stereo unspecified)
    25%	i	14%	5%	71%[activator]	-13	-2%	-5%	i
- C=CCN1C(=O)C(Cc2ccccc2)SC1=Nc1ccc(C(=O)O)cc1 (stereo unspecified)
    0%	i	12%	9%	74%[activator]	-5	0%	1%	i
- Cc1cccc[n+]1C1C(c2ccccc2)C(C#N)=C(C(=C=[N-])C#N)NC1(O)C1CC1 (stereo unspecified)
    -13%	-16%[57.5 µM]	4%	38%	1%	5	-1%	-8%	?
- NC1(C(=O)O)CCCCC1c1ccccc1 (stereo unspecified)
    -2%	-10%	?	-9%	0%	?	-16%	-6%	i
- Cc1ccc(Nc2nc(-c3cccnc3)cs2)cc1C
    14%	-29%	16%	-17%	?	0	-5%	-4%	i
- COc1ccc(Br)cc1-c1noc(-c2ccccc2F)n1
    -6%	i	6%	.	0%	-17	3%	2%	i
- CCOCCCNC(=O)Cn1nc(Cc2ccncc2)c2ccccc2c1=O
    13%	i	-11%	19%	11%	-22	-6%	-1%	i
- COc1ccccc1NC(=O)Cn1cc(C(=O)c2ccncc2)c(=O)c2cc(C)ccc21
    .	?	6%	32%	10%	.	.	-13%	.
- CCCC(=O)N1CCN(S(=O)(=O)c2cc(Cl)ccc2OC)CC1
    -2%	i	18%	-10%	2%	-8	7%	-6%	i
- CCSS(=O)(=O)c1cccc2cccnc12
    5%	i	-94%[inhibitor]	-3%	?	12	-49%[inhibitor]	-94%[inhibitor]	i
- COCCN(CCNC(=O)c1ccc(NC2=NC3CS(=O)(=O)CC3S2)cc1)Cc1ccco1 (stereo unspecified)
    5%	i	12%	-18%	3%	-3	?	7%	i
- CC(=O)C[C@@H](O)CC(=O)[C@@H]1OC(=O)CC/C=C\Cc2ccccc21
    -4%	-10%	1%	-7%	12%	13	6%	-1%	i
- C=CCNc1nc(C(=O)OCC(=O)NCc2ccccc2OC)cs1
    -8%	i	14%	36%	-18%	0	0%	2%	i
- Cc1cc(C(=O)Nc2ncn(Cc3ccc(F)cc3)n2)ccc1[N+](=O)[O-]
    0%	i	9%	-6%	1%	9	1%	-7%	i
- Cc1cccc(/C=C/c2onc(C)c2[N+](=O)[O-])n1
    -1%	-27%	13µM*	-23%	2.8µM*	?	?	-73%[inhibitor]	i
- O=C(Cc1ccc([N+](=O)[O-])cc1)Nc1ccc(Br)cn1
    6%	-26%	23%	6%	-9%	1	0%	-5%	i
- C=CC(=O)Nc1cccc(Oc2ccnc3[nH]ccc23)c1
    0%	-7%	2%	12%	-24%	-24	-1%	-7%	i
- O=C(c1ccc([N+](=O)[O-])s1)N1CCN(c2ccccn2)CC1
    6%	-9%	-10%	-15%	10%	-13	9%	-6%	i
- CC(Sc1nnnn1C1CC1)C(=O)N1c2ccccc2NC(=O)C1(C)C (stereo unspecified)
    5%	-19%	-8%	.	1%	0	1%	-5%	i
- O=C(O)C(C(=O)Oc1ccccc1)C(C(=O)O)C(=O)Oc1ccccc1 (stereo unspecified)
    -16%	-6%	32%	.	7%	2	0%	4%	i
- Cc1oc2ncnc(N3CCCCC3)c2c1C(=O)N1CCN(c2ccc(Cl)cc2)CC1
    .	-10%	11%	2%	-5%	.	.	-20%	.
- O=C(Cn1c(=O)[nH]c2ccccc2c1=O)N1CCN(c2cccc(Cl)c2)CC1
    -4%	-37%[inhibitor]	-7%	-1%	0%[7.66 µM]	-27	-4%	2%	i
- Cc1c(C(=O)OC(C)C)sc(NC(=O)c2cccnc2)c1C#N
    3%	-77%[inhibitor][57.5 µM]	-20%	13%	1%	-61*	-5%	4%	i
- CCOC(=O)c1cnc(SCc2cccc(C)c2)nc1N
    ?	-2%[57.5 µM]	?	-7%	10µM*	3	-14%	15%	i
- Cc1ccc(-c2nc(N3CCN(C)CC3)c3ccccc3n2)cc1
    -2%	10%	-1%	-13%	?	-7	-8%	-18%	i
- CCCC(=O)NC(=S)Nc1ccc(NC(=O)C(C)C)c(OC)c1
    0%	i	2%	0%	12%	-6	-2%	-7%	i
- O=C1COc2ccc(S(=O)(=O)N3CCc4ccccc43)cc2N1
    2%	-15%	-2%	-1%	-9%	4	8%	17%	i
- CC(C)(C)c1csc(NNC(=O)c2ccc(Cl)cc2)n1
    10%	-20%	-18%	?	?	-8	18µM*	12%	i
- O=C(C[C@@H]1C/C=C\C[C@@H](Cc2ccc(F)cc2)C(=O)OC[C@@H](Cc2c[nH]c3ccccc23)NC1=O)NCCO
    1%	-16%	5%	34%	-15%	0	1%	-3%	i
- COc1ccc(/C(C)=N/NC(=O)c2nnn(-c3nonc3N)c2-c2cccs2)cc1OC
    6%	-3%	-17%	-9%	30%	7	-3%	2%	i
- COc1cccc(Oc2cc(NN3CCCCC3)c([N+](=O)[O-])cc2[N+](=O)[O-])c1OC
    10%	i	-6%	2%	8%	-65*	12%	3%	i
- FC(F)(F)c1cc(-c2ccco2)nc(NCc2ccco2)n1
    -3%	i	?	15%	?	6	1%	-1%	i
- O=C(CSCCO)Nc1cccc(C(F)(F)F)c1
    -9%	i	-7%	8%	?	-8	3%	15%	i
- Cc1nn(C(C)(C)C)c(NC(=O)c2ccc(Cl)cc2Cl)c1Br
    1%	i	26%	0%	-34%	6	-8%	0%	i
- c1ncn(C23CC4CC(CC(C4)C2)C3)n1
    -2%	i	-4%	2%	8%	11	-3%	8%	i
- O=C(Cn1cc(C(F)(F)F)ccc1=O)Nc1cc(S(=O)(=O)N2CCOCC2)ccc1Cl
    0%	i	8%	.	3%	7	-14%	-12%	i
- Cc1cnc(C(=O)Nc2ccc(C)c(S(=O)(=O)N(C)C)c2)cn1
    3%	i	30%	26%	21%	?	-4%	7%	i
- Cc1cc[n+](C2=C([O-])c3ccccc3C(=O)/C2=N\S(=O)(=O)c2cccs2)cc1C
    0%	?	-12%[0.397 µM]	24%	9%	5	-2%	1%	i
- CCN(CC)c1nc(-c2ccc(Cl)cc2)cc(C(F)(F)F)c1C#N
    0%	?	-4%	-11%	-6%	0	-1%	-2%	i
- O=C(NCc1cc(C(F)(F)F)ccc1F)C1CCC(=O)N(C2CC2)C1 (stereo unspecified)
    -2%	i	0%	.	2%	2	-1%	3%	i
- O=C(CSc1nc(-c2ccco2)cc(C(F)(F)F)n1)Nc1ccc2c(c1)OCO2
    -7%	i	-19%	20%	?	1	4%	8%	i
- COc1ccc(CC(=O)Nc2cccc(SC)c2)cc1OC
    12%	-29%	-5%	-1%	0%	8	-3%	-9%	i
- Cc1ccc(CNC(=O)c2cncc(Br)c2)cc1
    10%	-1%	-5%[0.397 µM]	-4%	?	10	-31%[inhibitor]	?	i
- Cc1ccc(NCc2nnc(SCC(=O)OC3CCCCC3)o2)c(C)c1
    -7%	-6%	29%	?	0%	-4	22%	15%	i
- COc1ccc(C(C#N)N2CCCCC2)cc1OC (stereo unspecified)
    4%	i	3%	-22%	6%	5	-12%	15%	i
- O=C(O)/C=C\C(=O)Nc1ccccc1C(=O)N1CCC(O)(c2ccc(Cl)cc2)CC1
    3%	i	-12%	10%	-5%	-6	1%	-13%	i
- Cc1cc(OC2CCCCC2)nc(NCc2ccccc2)n1
    0%	-18%	9%	-14%	-11%	0	4%	15%	i
- Cc1cccc(N2CC(C(=O)Nc3ccc(S(=O)(=O)NCC4CCCO4)cc3)CC2=O)c1C (stereo unspecified)
    1%	-10%	3%	17%	-12%	-6	1%	-10%	i
- C=CC[C@H](CC(=O)NCCO)C(=O)NC[C@@H](OC(=O)[C@H](CC=C)CC(=O)OC(C)(C)C)c1ccccc1
    5%	-4%	-4%	-4%	12%	43	-9%	-1%	i
- Cc1ccc(S(=O)(=O)N2CCCC(C(=O)NC3CC3)C2)cc1 (stereo unspecified)
    11%	i	-22%	8%	-19%	1	-6%	-10%	i
- O=C(COC(=O)c1ccc(-c2nnc(-c3ccccc3)o2)cc1)c1ccccc1
    -12%	i	20%	.	1%	5	5%	-3%	i
- CC(C)CN(C(=O)CSc1nc2ccccc2c(=O)[nH]1)c1c(N)n(CC(C)C)c(=O)[nH]c1=O
    0%	?	-16%	.	7%	6	13%	5%	i
- CCCCc1nc2sc3c(=O)n(N)cnc3c2c2c1CCC2
    -5%	-44%[inhibitor]	?	-11%	14%	9	3%	-8%	i
- COCCCNC(=O)C[C@@H]1C[C@@]2(C(=O)OC)CCCCC=C2N(Cc2ccccc2)C1=O
    -1%	-5%	-12%	18%	17%	-12	-2%	-16%	i
- CCOC(=O)[C@H]1[C@H]2COc3ccc(Cl)cc3[C@@H]2N2C(=O)c3cc(Br)ccc3NC(=O)[C@@]12C
    -2%	-10%	?	?	3.5µM*	-10	4%	?	i

Source: PubChem BioAssay (National Center for Advancing Translational Sciences (NCATS))

The list is partial; rates above refer to the full screens.
